Compound activity as filed in PubChem.
HIV RNase H inh = HIV-1 RT RNase H inhibitors, primary screen, biochemical, fluorescence. Gag-Pol polyprotein (Human immunodeficiency virus type 1 group M subtype B (isolate …. RT-RNase H RNA/DNA duplex cleavage. inhibition, % at 10 µM. 65,000 tested, 1.9% active. AID 565, 2006; in the data active means inhibition above about 50%
RmlC RmlD mix = RmlC and RmlD coupled enzyme inhibitors, primary screen, biochemical, 384-well, compound mixtures, retest | RmlC/RmlD coupled enzyme inhibition, 384-well mixture HTS | 110,000 tested, 0.39% active | inhibition, % at 5.5 µM; in the data active means inhibition above about 30%, passing the limit was not always enough; further: strong numbers were not always called active
* marks the source's active call; other numbers are inactive results; i = inactive; x = no result given. Some of the compounds tested (hit frequency here may not be typical).

Start of the data: the first 15 compounds as a preview:
No. | smiles | HIV RNase H inh | RmlC RmlD mix
1 | O=C(NC1CCCc2ccccc21)C1CCN(S(=O)(=O)c2cnc[nH]2)CC1 (centres undefined) | -8 | 0
2 | COc1cc(OC)c(NC(=S)Nc2cccc(C(C)=O)c2)cc1Cl | x | 4
3 | CCOC(=O)CSCC(=O)Nc1nnc(-c2cccc([N+](=O)[O-])c2)s1 | x | 9
4 | CCCCC12CNCC(C)(CNC1)C2=O | -4 | 9
5 | Cn1ccnc1Sc1nc(Nc2cccc(Cl)c2)nc(N2CCOCC2)n1 | -23 | -10
6 | COc1ccc(OC)c(NC(=O)c2ccc(CN3CCOCC3)cc2)c1 | -2 | -15
7 | COc1ccc(NC(=O)CSc2nnc(-c3ccncc3)n2CC2CCCO2)c(OC)c1 (centres undefined) | -9 | 5
8 | COc1cccc2c(=O)n(CC(=O)Nc3ccccc3F)ccc12 | x | -14
9 | O=C(Nc1nccs1)C1CCCN1S(=O)(=O)c1ccc(F)cc1 (centres undefined) | -6 | -1
10 | c1ccc2c3nnc4n(c-3nc2c1)CCCS4 | -2 | -11
11 | Cc1cc(C)n2nc(C(=O)OCC(=O)Nc3ccc4c(c3)OCO4)nc2n1 | -5 | 8
12 | COc1ccc(OC)c(/C=N\NC(=O)CSc2nnc(CCCc3ccc(OC)c(C)c3)o2)c1 | x | 4
13 | COc1ccc(OCCCC(=O)Nc2cc([N+](=O)[O-])ccc2C)cc1 | x | 8
14 | Cc1ccc(O)c(-c2cc3ccccc3[nH]2)c1 | -6 | 44
15 | CC(=O)Nc1ccc(NS(=O)(=O)c2cc(C)sc2C)cc1 | -23 | 6

The list itself, from the first entry:
No. | smiles | HIV RNase H inh | RmlC RmlD mix
1 | O=C(NC1CCCc2ccccc21)C1CCN(S(=O)(=O)c2cnc[nH]2)CC1 (centres undefined) | -8 | 0
2 | COc1cc(OC)c(NC(=S)Nc2cccc(C(C)=O)c2)cc1Cl | x | 4
3 | CCOC(=O)CSCC(=O)Nc1nnc(-c2cccc([N+](=O)[O-])c2)s1 | x | 9
4 | CCCCC12CNCC(C)(CNC1)C2=O | -4 | 9
5 | Cn1ccnc1Sc1nc(Nc2cccc(Cl)c2)nc(N2CCOCC2)n1 | -23 | -10
6 | COc1ccc(OC)c(NC(=O)c2ccc(CN3CCOCC3)cc2)c1 | -2 | -15
7 | COc1ccc(NC(=O)CSc2nnc(-c3ccncc3)n2CC2CCCO2)c(OC)c1 (centres undefined) | -9 | 5
8 | COc1cccc2c(=O)n(CC(=O)Nc3ccccc3F)ccc12 | x | -14
9 | O=C(Nc1nccs1)C1CCCN1S(=O)(=O)c1ccc(F)cc1 (centres undefined) | -6 | -1
10 | c1ccc2c3nnc4n(c-3nc2c1)CCCS4 | -2 | -11
11 | Cc1cc(C)n2nc(C(=O)OCC(=O)Nc3ccc4c(c3)OCO4)nc2n1 | -5 | 8
12 | COc1ccc(OC)c(/C=N\NC(=O)CSc2nnc(CCCc3ccc(OC)c(C)c3)o2)c1 | x | 4
13 | COc1ccc(OCCCC(=O)Nc2cc([N+](=O)[O-])ccc2C)cc1 | x | 8
14 | Cc1ccc(O)c(-c2cc3ccccc3[nH]2)c1 | -6 | 44
15 | CC(=O)Nc1ccc(NS(=O)(=O)c2cc(C)sc2C)cc1 | -23 | 6
16 | CCCCc1c(O)c2ccccc2[nH]c1=O | 0 | -13
17 | Cc1cccc(-c2nc3ccccc3c3nncn23)c1 | -21 | 10
18 | O=C1OC2(CCCCC2)OC(=O)C1=CNc1nc2ccccc2s1 | x | -173
19 | COc1ccc(S(=O)(=O)n2oc(=O)cc2-c2ccccc2)cc1 | x | -8
20 | Cn1c(/C(C#N)=N/O)nc2ccccc21 | x | 6
21 | O=C(CSc1nnnn1Cc1ccccc1)N1CCN(c2ccccc2)CC1 | -5 | x
22 | CCOC(=O)CNC(=O)Cn1cnc2sc(C)c(S(=O)(=O)N3CCC(C)CC3)c2c1=O | x | 17
23 | COc1ccc(Nc2cc(C)nc3ncnn23)c(OC)c1 | -10 | -7
24 | Nc1cc(=O)nc(SCC(=O)Nc2cccc3ccccc23)n1CCc1ccccc1 | x | -9
25 | Cc1cc(C)cc(NC(=O)Cn2ncn3c(cc4ccccc43)c2=O)c1 | 24 | x
26 | Cc1ccc(NC(=O)c2noc3c2CCc2ccccc2-3)cc1 | x | -10
27 | COc1ccccc1N(CC(=O)NCc1ccccn1)S(C)(=O)=O | -10 | 6
28 | COc1ccc(CCNC(=O)Cc2nn(C)c(=O)c3ccccc23)cc1OC | -19 | -12
29 | CCCOc1ccc2oc(=O)c3c(c2c1)CCCN3C(=O)CN(C)Cc1ccccc1 | -4 | -8
30 | Cc1nnc(SCC(=O)NC(C)c2ccccc2)[nH]c1=O (centres undefined) | -8 | 7
31 | COc1ccc(COCCN2CCN(S(=O)(=O)c3ccccc3)CCC2=O)cc1 | x | 2
32 | CCCc1cc(=O)[nH]c(SCc2cccc(C)c2)n1 | x | -12
33 | COC(=O)c1c(C)c(OC(=O)c2c(C)cc(O)c(C=O)c2O)cc(C)c1O | x | 2
34 | COc1ccc(-c2[nH]ncc2-c2ccc3c(c2)OCCO3)c(O)c1 | -18 | 3
35 | CC(=O)Nc1ccc(N2C(C(C)=O)=NN(c3ccc(Cl)cc3)C2c2sccc2C)cc1 (centres undefined) | x | 2
36 | c1ccc2c(c1)OCC(CNc1ncnc3nc[nH]c13)O2 (centres undefined) | -8 | 10
37 | CC(=Nc1ccc(O)cc1)c1sc2ccccc2c1O | -13 | -1
38 | Cc1cc(OCC(=O)Nc2ccccc2F)nc(C(C)C)n1 | x | 5
39 | CC(C)CCNC(=O)c1nnc(Cc2ccc(Cl)cc2)o1 | x | -14
40 | Cc1cc(C=O)c(C)n1C1CCCCC1 | x | -14
41 | O=C(Nc1ccc(Cl)c(Cl)c1)c1ccc(Cn2c(=O)[nH]c3ccsc3c2=O)cc1 | x | 10
42 | COC(=O)[C@H](CCSC)NC(=O)Nc1ccc(C(C)C)cc1 | 0 | -12
43 | Cn1c(=O)oc2cc(S(=O)(=O)N3CCOCC3)ccc21 | -6 | x
44 | C=CCn1c(Sc2nnc(C)s2)nc2c1c(=O)[nH]c(=O)n2C | -15 | 8
45 | COc1ccccc1N1CCN(C(=O)c2nn(-c3ccccc3OC)c(=O)c3ccccc23)CC1 | -21 | 6
46 | CN1C(=O)CC(N2CCC(c3nc4ccccc4s3)CC2)C1=O (centres undefined) | -2 | -13
47 | CCn1c(SCc2nc3ccccc3s2)nnc1-c1cccs1 | -13 | 11
48 | O=C(Nc1ccc2c(c1)CCC2)c1ccc(Br)o1 | x | 6

Entries 37–38, reprinted for reference:
No. | smiles | HIV RNase H inh | RmlC RmlD mix
37 | CC(=Nc1ccc(O)cc1)c1sc2ccccc2c1O | -13 | -1
38 | Cc1cc(OCC(=O)Nc2ccccc2F)nc(C(C)C)n1 | x | 5

Later entries.
No. | smiles | HIV RNase H inh | RmlC RmlD mix
49 | O=C(O)C1CC(c2ccccc2F)=NO1 (centres undefined) | 0 | 3
50 | COc1ccccc1-c1nnc2n1N=C(C(C)(C)C)CS2 | -18 | 7
51 | COC(=O)c1ccc(Cl)c(NC(=O)CN2CCOCC2)c1 | -11 | 6
52 | O=C(CSc1nnc(CNC(=O)c2cccs2)o1)c1ccc(Cl)cc1 | -8 | 5
53 | Cc1onc(-c2ccccc2Cl)c1C(=O)OCC(=O)c1ccccc1 | x | 9
54 | C#CCNC(=O)C1=C[C@H](C2CCCCC2)C[C@H](OCCCCO)O1 | x | -15
55 | CN1CC(=O)NC1=NC(=O)C12CC3CC(CC(C3)C1)C2 | -3 | 10
56 | CCOC(=O)Cc1csc(NC(=O)NC2(C(F)(F)F)Oc3ccccc3O2)n1 | x | -26
57 | CC1(C)N([O-])C2=C(c3ccccc3C2=O)[N+](=O)C1(C)C | x | 8
58 | COc1cc(C[C@H](C)[C@H](C)Cc2ccc3c(c2)OCO3)ccc1O | x | -2
59 | CCOc1ccc(NC(=O)CSc2nc3cccnc3n2CCOC)cc1 | 0 | 5
60 | CCOC(=O)c1[nH]c2cc3c(cc2c1NC(=O)CN1CCCCC1C)OCO3 (centres undefined) | 2 | x
61 | Cc1ccc(S(=O)(=O)N2CCC(C(=O)NCc3ccccc3Cl)CC2)cc1 | x | -4
62 | Cn1c(SCC(=O)NCc2ccc3c(c2)OCO3)nnc1-c1cccs1 | -13 | -4
63 | CN(C[C@H](Cc1ccccc1)N(C[C@H](Cc1ccccc1)N(CCc1cc(C(F)(F)F)cc(C(F)(F)F)c1)N=O)N=O)N=O | x | -4
64 | COc1ccc(C2C=C(c3ccccc3)Nc3nc(NC(C)=O)nn32)cc1 (centres undefined) | x | 40*
65 | Fc1ccc(-n2nnc(-c3cccnc3Cl)n2)cc1 | x | 3
66 | COC(=O)c1[nH]c2ccc(C)cc2c1NC(=O)Nc1ccccc1OC | 3 | 4
67 | CCOC(=O)c1c(NC(=O)OC)sc(C(=O)N(C)C)c1C | 52* | -15
68 | O=S(=O)(/N=C(/Nc1ccccn1)c1ccccc1)c1ccccc1 | x | -9
69 | O=C1C(C=NCCCn2ccnc2)=C(O)c2ccccc21 | -1 | -9
70 | Cn1c(N2CCN(C(=O)Nc3ccc(C(F)(F)F)cc3)CC2)nc2ccccc21 | 8 | i
71 | CC(=O)N1CCN(S(=O)(=O)c2ccc(C)cc2)C1c1ccc(N(C)C)cc1 (centres undefined) | 3 | 29
72 | Cc1ccc(C(=O)C2(C)N(O)C(C)C(c3cccs3)=[N+]2[O-])cc1 (centres undefined) | x | -4
73 | CCO[C@H]1OC(C(N)=O)=C[C@@H](c2coc3ccccc3c2=O)[C@@H]1CCCO | x | -9
74 | O=C(CCCn1c(=O)c2ccccc2n(CC(=O)NCc2ccco2)c1=O)NCc1ccco1 | -5 | 5
75 | O=C(O)C1CC(=O)n2c(nc3ccccc32)S1 (centres undefined) | -16 | -3
76 | Cc1ccccc1CS(=O)(=O)CCC(=O)NCCCN1CCN(c2ccccc2F)CC1 | -9 | x
77 | O=C1N(S(=O)(=O)c2ccccc2F)C(=O)C2(CCCC2)N1S(=O)(=O)c1ccccc1F | 10 | -11
78 | COc1cccc(/C=N/n2c(=S)n(C)c3ccccc32)c1OC | x | -13
79 | COC(=O)c1c(C(=O)OC)c2ccncn2c1Cl | -2 | 28
80 | Cn1c(NC(=O)c2ccc(C(C)(C)C)cc2)cc(=O)n(C)c1=O | -10 | -8
81 | Cn1c(Cn2nnc3ccccc32)nnc1SCC(=O)N1c2ccccc2CCc2ccccc21 | 2 | -5
82 | Cc1cccc(NC(=O)C2CCCN2S(=O)(=O)c2cccc3cccnc23)c1 (centres undefined) | -25 | 11
83 | O=C(CSc1nc2ccccc2[nH]1)c1cccs1 | -19 | -9
84 | CC(C)C(=O)Nc1ccc(C(=O)NNC(=O)NC2CCCCC2)cc1 | x | 9
85 | O=C(CN1CCCCCC1)Nc1ccc(F)c(F)c1F | -7 | 5
86 | CCSc1nc(-c2cccs2)nc2c1c(=O)n(C)c(=O)n2C | 14 | x
87 | O=C(NCC1CCCO1)C(C(=O)c1ccccc1)n1cc(Cl)ccc1=O (centres undefined) | -1 | -8
88 | COc1ccccc1NC(=O)N(Cc1ccc2c(c1)OCO2)Cc1nc2ccccc2c(=O)[nH]1 | -8 | 2
89 | CC(C)c1ccc(N2CC(C(=O)Nc3nccs3)CC2=O)cc1 (centres undefined) | 3 | -8
90 | CCOc1cc(C)c(C(C)C)cc1S(=O)(=O)NCc1ccccn1 | -1 | -13
91 | CCOC(=O)Nc1ccc(OC)cc1S(=O)(=O)N1CCCCC1 | -54 | x
92 | CCn1c(SCC(=O)Nc2ccc(C(=O)OC)cc2)nnc1-c1cccs1 | -6 | -1
93 | Cc1ccccc1-n1ncc2c(SCC(=O)NCc3cccs3)ncnc21 | -8 | -8
94 | CCc1ccc(C(=O)CSc2nnc(C)c(=O)[nH]2)cc1 | x | 6
95 | Cc1cc2oc(C(=O)N(Cc3ccccc3)C3CCS(=O)(=O)C3)cc(=O)c2cc1Cl (centres undefined) | x | -6
96 | C#CCOCCOCCOCCNc1nc(N2CCN(C(=O)C([C@@H](C)CC)n3cc(C(N)COC(=O)C(F)(F)F)nn3)CC2)nc(N2CCN(C(=O)[C@H](Cc3ccc(O)cc3)n3cc(C(N)[C@H](C)CC)nn3)CC2)n1 (some centres undefined) | x | -16
97 | O=C(NC1CC2CCCC(C1)N2S(=O)(=O)c1ccccc1)C1CCCCC1 (centres undefined) | x | 8
98 | Cc1ccc(S(=O)(=O)N2CCN(Cc3cc(C(C)C)ccc3O)CC2)cc1 | 10 | -9
99 | Fc1ccccc1N1CCN(C(c2ccncc2)c2nnnn2C2CCCC2)CC1 (centres undefined) | -17 | 1
100 | Cc1ccnc(SCC(=O)N2CCC(C(N)=O)CC2)n1 | 8 | 7
101 | FC(F)(F)c1cccc(CN2CCCCCC2)c1 | 0 | -10
102 | COc1ccc(C(=O)Nc2sc3c(c2C(=O)NCc2ccco2)CCCC3)cc1OC | x | 146*
103 | O=C(COc1ccc(S(=O)(=O)NC2CCCCC2)cc1Cl)NCc1cccnc1 | 36 | -6
104 | FC(F)(F)c1ccc(/C=N/N2CCN(Cc3cccc4ccccc34)CC2)cc1 | x | 2
105 | CCCCn1c(SC(C)C(=O)c2ccc(OC)cc2)nc2cc(S(N)(=O)=O)ccc21 (centres undefined) | x | -8
106 | N#Cc1c(OCC(=O)c2ccccc2)nc2c(c1-c1ccco1)CCc1ccccc1-2 | x | -56
107 | CCN(CC)C(=O)CSc1nnc(-c2cccs2)n1Cc1ccco1 | -3 | 1
108 | C=CC(C)(C)c1cc2cc3ccoc3cc2oc1=O | x | -15

Next entries follow.
No. | smiles | HIV RNase H inh | RmlC RmlD mix
109 | Cc1nc(N2CCN(c3ccccc3)CC2)[nH]c(=O)c1Cc1cccc2ccccc12 | 63* | x
110 | CCCOC(=O)Nc1nnc(CCC)s1 | x | -8
111 | O=S(=O)(Cc1ccccc1)N1CCc2ccccc2C1 | -4 | -5
112 | Cc1ccc2[nH]c(=O)c(C(c3nnnn3CCc3ccccc3)N3CCOCC3)cc2c1 (centres undefined) | -2 | -2
113 | CN(C)C(=O)On1c(-c2ccccc2)nc2ccc(Cl)cc21 | x | -7
114 | CC(=O)OCCCN1c2ccccc2Nc2nnc(-c3ccccc3)cc21 | x | -10
